Lipid storage S3: qHTS Assay for Lipid Storage Modulators in Drosophila S3 Cells. Drosophila S3 cells, BODIPY lipid droplet fluorescence, 18-24 h; cells fed with added oleic acid. lipid storage change, negative = inhibition, % at the top dose, mostly 46.1 µM; hits show Potency in µM. hit rate 0.64% among 320,000. AID 2685, 2010; active = well fitted inhibition curve with a large enough effect in the signal ratio, with a control signal flat, not every such curve was filed as active; inconclusive = small, poorly fitted or top-dose-only effect, or effect the other way, or a change in a side signal; the % refers to the signal ratio
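Laser-scanning cytometry quantifies lipid droplet accumulation (500–530 nm total intensity; droplet/cell object ratio) in oleic acid-fed (400 uM added) Drosophila S3 cells treated with a concentration series. 20 uM Triacsin C defined 100% inhibition.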
Lipid storage S3 cell count max: second read-out of Lipid storage S3, no call of its own (marks repeat the call); cell number change, %; measured here: cell count max response;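 cells counted by Cell Tracker Red CMTPX staining in the red channel; peak over a dose series mostly up to 46.1 µM; percent activity relative to internal control wells on each plate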
* hit, by the source's call; i = inactive; ? = inconclusive; . = not tested or not shown. % is scaled to controls: 0 for no effect and ±100 for the full control effect; potency is read from the fitted curve at half-maximal effect. An excerpt. The share of hits here may be higher or lower than overall.

#1 COc1ccc(CCN(Cc2cc3cccc(C)c3[nH]c2=O)C(=O)NC2CCCCC2)cc1OC
#2 CC/C(C)=N/Nc1nc2c(c(=O)[nH]c(=O)n2C)n1Cc1ccccc1
#3 COc1ccc(C(=O)[C@H]2[C@H]3C(=O)N(c4ccc(OC(C)=O)cc4)C(=O)[C@H]3C3C=CC=NN32)cc1 (some centres undefined)
#4 O=C(O)c1cccc(NC(=S)N/N=C/c2ccccc2OCc2cccc(Br)c2)c1
#5 O=[N+]([O-])c1ccc(S(=O)(=O)NCC2CCCO2)cc1 (centres undefined)
#6 O=C(CNS(=O)(=O)c1ccccc1F)OCC(=O)c1c[nH]c2ccccc12
#7 COc1cccc(C(=O)OC(C)C(=O)NCC2CCCCC2)c1 (centres undefined)
#8 CCOC(=O)c1sc(NC(=O)c2ccc(C)s2)cc1C
entry no. | 1 | 2 | 3 | 4 | 5 | 6 | 7 | 8
Lipid storage S3 | ? | 15% | ? | ? | ? | -21% | ? | -4%
Lipid storage S3 cell count max | . | 11 | . | . | . | -2 | . | 3

#9 COc1ccc(CC(NC(C)=O)C(=O)NC2CCN(C(=O)Nc3ccccc3C)CC2)cc1OC (centres undefined)
#10 Cc1ccc(OCCn2c(=O)oc3ccc(C)cc32)cc1
#11 Cc1sc2nc(CN(CCc3ccccc3)C(=O)c3ccco3)[nH]c(=O)c2c1C
#12 NC(=O)CSc1n[nH]c(-c2ccco2)n1
#13 NS(=O)(=O)c1ccc(CNC(=O)c2cc(=O)c3ccccc3o2)cc1
#14 COc1cc(S(=O)(=O)Nc2ccc3cn[nH]c3c2)ccc1Cl
#15 COc1cc(/C=C(\C#N)C(=O)NCc2cccs2)ccc1O
#16 COc1ccc(N2CCN(C(=O)c3cc(=O)c4ccc(C)cc4o3)CC2)cc1
entry no. | 9 | 10 | 11 | 12 | 13 | 14 | 15 | 16
Lipid storage S3 | ? | 6% | ? | ? | 5% | 3% | -8% | 11%
Lipid storage S3 cell count max | . | 13 | . | . | 13 | 7 | -1 | 0

#17 CC(=O)Nc1ccc(NC(=O)CSc2nnc(-c3ccco3)n2Cc2ccco2)cc1
#18 Cc1ccc(C(=O)C[n+]2cc(-c3ccc(C)cc3)n3c2CCCCC3)cc1
#19 CCOC(=O)c1ccccc1NC(=O)CN1C(=O)CCS(=O)(=O)c2ccccc21
#20 OCC1CCN(Cc2cn(Cc3ccccc3)nc2-c2cc3ccccc3o2)CC1
#21 CC(=O)Nc1ccc(NC(=O)c2c([N+](=O)[O-])cnn2C)cc1
#22 COC(=O)C1CCN(CC(=O)Nc2ccc(C(=O)Nc3ccccc3OC)cc2)CC1
#23 Clc1ccc2nc(N3CCCCC3)[nH]c2c1
#24 COc1ccc(CCN(C)C(=O)C2CCCN(Cc3ccc(OC)c(OC)c3)C2)cc1OC (centres undefined)
entry no. | 17 | 18 | 19 | 20 | 21 | 22 | 23 | 24
Lipid storage S3 | ? | ? | 8% | 0% | -11% | 1% | ? | ?
Lipid storage S3 cell count max | . | . | 0 | 10 | -8 | 13 | . | -10

#25 CCOc1ccc(NC(=O)Cn2nc(-c3ccccc3Cl)n(CC)c2=S)cc1
#26 CC(=O)Nc1ccc(S(=O)(=O)N2CCC(C(=O)c3ccc(Cl)cc3)CC2)cc1
#27 COc1ccc(NC(=O)CCN2CCN(c3ccc(F)cc3)CC2)cc1
#28 CCCC(NC(=O)CCc1c(C)c2cc3c4c(oc3c(C)c2oc1=O)CCCC4)C(=O)O (centres undefined)
#29 CCCCc1cn(C[C@H]2CC[C@@H]([C@@H]3CC[C@H](Cn4cc(CCCC)nn4)O3)O2)nn1
#30 CCN(CC)c1ccc(S(=O)(=O)N2CCCCC2)cc1NC(=O)C1CCC1
#31 CC1CCCN(C2(O)C(=O)Nc3ccc(Br)cc32)C1 (centres undefined)
#32 Cc1cccc(C)c1NC(=O)c1c(-c2ccccc2)noc1C
entry no. | 25 | 26 | 27 | 28 | 29 | 30 | 31 | 32
Lipid storage S3 | ? | ? | i | ? | -2% | ? | 10% | ?
Lipid storage S3 cell count max | . | . | . | . | -7 | . | 14 | .

#33 CCN(C(=O)COC(=O)C1CC1)c1c(N)n(Cc2ccccc2)c(=O)[nH]c1=O
#34 CC1(C)Cc2c(c(N3CCCCC3)[nH]c(=S)c2C#N)CS1
#35 O=S(=O)(c1ccccc1)N1CCN(C2CCN(Cc3ccccc3)CC2)CC1
#36 CNC(=O)NC(=O)C(OC(=O)CCNS(=O)(=O)c1ccccc1)c1ccccc1 (centres undefined)
#37 Cc1c(C(=O)N2CCCCC2)c(S(=O)(=O)NCc2ccc(N(C)C)cc2)c(C)n1C
#38 Cc1cccc(OCC(=O)Nc2nccs2)c1C
#39 Cc1ccc(S(C)(=O)=O)cc1C(=O)Nc1ccc(S(=O)(=O)Nc2nccs2)cc1
#40 CCOc1ccc(-n2c(N)c(-c3nc4ccccc4n3C)c3nc4ccccc4nc32)cc1
entry no. | 33 | 34 | 35 | 36 | 37 | 38 | 39 | 40
Lipid storage S3 | ? | 0% | 2% | 10% | i | -1% | ? | 8%
Lipid storage S3 cell count max | . | 4 | 10 | 15 | 5 | 5 | . | 1

#41 CC(C)c1ccc(C(C(=O)NC2CCCC2)N(C(=O)CNC(=O)c2ccco2)c2cccnc2)cc1 (centres undefined)
#42 CC(=O)N1CCC(N(CCN2CCOCC2)C(=S)Nc2ccc(C)c(C)c2)CC1
#43 CC1=C(C)CC(C(=O)c2ccc(C)cc2)C(C(=O)O)C1 (centres undefined)
#44 CN(C)CCNC(=O)CNC(=S)N(CCCN1CCOCC1)Cc1cccs1
#45 CC(C)C(=O)Nc1nnc(SCC(=O)NC2CC2)s1
#46 Cc1cc(N2CCN(C)CC2)ccc1NC(=O)c1ccc(-c2ccc(Cl)cc2)o1
#47 O=C(CN1CCN(S(=O)(=O)N2CCOCC2)CC1)Nc1cc(Cl)ccc1Cl
#48 NC(=S)Nc1cccc2cn[nH]c12
entry no. | 41 | 42 | 43 | 44 | 45 | 46 | 47 | 48
Lipid storage S3 | ? | -6% | ? | 12% | ? | ? | ? | 20%
Lipid storage S3 cell count max | . | -6 | . | . | . | . | . | .

#49 COCCCNC(=S)NC1CCCCC1
#50 COc1ccc(C(C(=O)NCC2CCCO2)N(C(=O)CNC(=O)c2cccs2)c2ccc(C(C)=O)cc2)cc1OC (centres undefined)
#51 Cc1cc(C)cc(Oc2ccc(-c3nnc(-c4ccccc4)o3)cc2[N+](=O)[O-])c1
#52 CC(/C=C/c1ccccc1)=N\NC(=O)c1ccncc1
#53 Fc1cccc(-n2ncc(-c3nnnn3-c3ccccc3)c2C(F)(F)F)c1
#54 Cc1cc(C)nc(SCC(=O)N/N=C\c2sccc2C)n1
#55 COC(=O)c1sc(-c2ccc(Cl)cc2)cc1NC(=O)COCC(=O)O
#56 CC1CCCCC1NC(=O)C1CCN(C(=O)NC2CCCCC2)CC1 (centres undefined)
entry no. | 49 | 50 | 51 | 52 | 53 | 54 | 55 | 56
Lipid storage S3 | ? | -11% | 13% | 15% | -2% | ? | 16% | ?
Lipid storage S3 cell count max | . | -15 | 23 | -7 | -9 | . | 13 | .

#57 Cc1[nH]c(=O)[nH]c(=O)c1CSCC(=O)OCC(=O)c1ccc(Br)cc1
#58 O=C(CNCCN1CCOCC1)Nc1ccccc1Sc1ccccc1
#59 CNNC(=S)Nc1ccc(Cl)cc1
#60 COc1ccccc1N1CCN(C(=O)c2cc3cc(Cl)ccc3[nH]2)CC1
#61 CSc1nc2ccccc2c(=O)n1N
#62 Cc1cc(=O)oc2c(C)c(OCC(=O)NCCN3CCOCC3)ccc12
#63 Cc1onc(C(=O)N2CCC(C(N)=O)CC2)c1-c1ccccc1Cl
#64 COc1ccc(OC)c(NC(=O)c2cc(-c3c(C)cc(C)cc3O)n[nH]2)c1
entry no. | 57 | 58 | 59 | 60 | 61 | 62 | 63 | 64
Lipid storage S3 | 6% | ? | 7% | ? | ? | i | ? | 0.21µM*
Lipid storage S3 cell count max | 0 | . | 7 | . | . | -7 | . | 14*

#65 NC1=NN=C(N2N=C(c3ccco3)CC2(O)C(F)(F)F)n2ncnc2C1 (centres undefined)
#66 CN(C)c1ccc(-c2nn3c(-c4ccc(Cl)cc4Cl)nnc3s2)cc1
#67 O=C(CCCOc1ccccc1)NC1CCCc2ccccc21 (centres undefined)
#68 CCOC(=O)CSc1nc2c(c(-c3ccc(C)o3)c1C#N)CCCC2
#69 Cc1ccc(C)c(N2CCN(C(=O)CCC(=O)Nc3nnc(C(F)(F)F)s3)CC2)c1
#70 CSCC(=O)NC1CCCN(C2Cc3ccccc3C2)C1 (centres undefined)
#71 COc1ccc(NC(=O)CCc2nnc3ccc(N4CCC5(CC4)OCCO5)nn23)cc1
#72 Cc1ccc(C(=O)NCCCn2ccnc2)o1
entry no. | 65 | 66 | 67 | 68 | 69 | 70 | 71 | 72
Lipid storage S3 | i | ? | -18% | ? | i | 14% | ? | 27%
Lipid storage S3 cell count max | -29 | . | -7 | . | . | 13 | . | 17

Gathered by group, the compounds so far with an NH in an aromatic ring.
#1 COc1ccc(CCN(Cc2cc3cccc(C)c3[nH]c2=O)C(=O)NC2CCCCC2)cc1OC
#2 CC/C(C)=N/Nc1nc2c(c(=O)[nH]c(=O)n2C)n1Cc1ccccc1
#6 O=C(CNS(=O)(=O)c1ccccc1F)OCC(=O)c1c[nH]c2ccccc12
#11 Cc1sc2nc(CN(CCc3ccccc3)C(=O)c3ccco3)[nH]c(=O)c2c1C
#12 NC(=O)CSc1n[nH]c(-c2ccco2)n1
#14 COc1cc(S(=O)(=O)Nc2ccc3cn[nH]c3c2)ccc1Cl
#23 Clc1ccc2nc(N3CCCCC3)[nH]c2c1
#33 CCN(C(=O)COC(=O)C1CC1)c1c(N)n(Cc2ccccc2)c(=O)[nH]c1=O
#34 CC1(C)Cc2c(c(N3CCCCC3)[nH]c(=S)c2C#N)CS1
#48 NC(=S)Nc1cccc2cn[nH]c12
entry no. | 1 | 2 | 6 | 11 | 12 | 14 | 23 | 33 | 34 | 48
Lipid storage S3 | ? | 15% | -21% | ? | ? | 3% | ? | ? | 0% | 20%
Lipid storage S3 cell count max | . | 11 | -2 | . | . | 7 | . | . | 4 | .

#57 Cc1[nH]c(=O)[nH]c(=O)c1CSCC(=O)OCC(=O)c1ccc(Br)cc1
#60 COc1ccccc1N1CCN(C(=O)c2cc3cc(Cl)ccc3[nH]2)CC1
#64 COc1ccc(OC)c(NC(=O)c2cc(-c3c(C)cc(C)cc3O)n[nH]2)c1
entry no. | 57 | 60 | 64
Lipid storage S3 | 6% | ? | 0.21µM*
Lipid storage S3 cell count max | 0 | . | 14*

Bioassay records: PubChem BioAssay, National Center for Advancing Translational Sciences (NCATS)
